# Source: PubChem BioAssay
# BAZ2B block: qHTS Assay for Inhibitors of BAZ2B | Bromodomain adjacent to zinc finger domain protein 2B (Homo sapiens), Q9UIF8 | AlphaScreen BAZ2B-H3K14Ac peptide displacement | Potency, µM (highest dose often 114 µM), inactives show top-dose activity change, negative = inhibition, hits mostly inhibitors | 360,000 compounds, 4.4% hits; also: % is scaled to controls: 0 for no effect and ±100 for the full control effect; nearly all actives have a fitted effect of over 60% in size
#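 Multi-concentration screen (max 110 uM) measuring displacement of acetylated histone H3 peptide from BAZ2B by AlphaScreen, using 50 nM protein, 50 nM peptide and 10 ug/mL streptavidin donor plus Ni-chelate acceptor beads.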
# APEX1 inh: qHTS Assay for Inhibitors of the Human Apurinic/apyrimidinic Endonuclease 1 (APE1) | DNA repair nuclease/redox regulator APEX1 (Homo sapiens), P27695 | recombinant APE1, TAMRA/BHQ-2 abasic DNA cleavage fluorescence | Potency, µM (highest dose often 65.8 µM), for the others: at the top dose activity change, negative = inhibition, actives largely listed as inhibitors | 350,000 compounds, 0.35% hits | AID 2517, 2012;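 also: plate controls were vehicle for no effect and reference inhibitor for full effect; nearly all actives have a fitted effect of over 55% in size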
#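 Quantitative HTS: incision of a TAMRA/BHQ-2 double-stranded substrate bearing a tetrahydrofuran abasic site by 0.75 nM APE1 raises fluorescence. Substrate 50 nM final, added after 15 min compound preincubation at room temperature; progress as third-minus-first kinetic read difference.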
# BLM inh: qHTS Assay for Inhibitors of Bloom's syndrome helicase (BLM); recombinant BLM DNA unwinding, fluorescence dequenching; Potency, µM (titrated, usually from 56.1 µM), without a hit: at the top dose activity change, negative = inhibition, usual class: inhibitors; 350,000 compounds, 0.2% hits; AID 2528, 2010;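 also: plate controls were vehicle for no effect and no enzyme for full effect; nearly all actives have a fitted effect of over 35% in size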
# Pol iota inh: qHTS for Inhibitors of Polymerase Iota. Potency, µM (titrated, usually from 115 µM), for the others: top-dose activity, negative = inhibition, hits mostly inhibitors. 390,000 compounds, 1% hits. Pol iota fluorescent replication assay, 10 min
#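 Fluorescent replication assay read twice, at 0 min and 10 min after adding 50 nM (final) substrate. Enzyme (10 nM) and compounds were first incubated 15 min at room temperature; enzyme-free buffer wells were negative controls.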
# POLK inh: qHTS for Inhibitors of Polymerase Kappa; DNA polymerase kappa (Homo sapiens), Q9UBT6; 400,000 compounds, 0.53% hits; purified Pol kappa, fluorescent DNA synthesis assay, 10 min; Potency, µM (doses to about 107 µM), for inactives: top-dose activity, negative = inhibition, hits mostly inhibitors; also: % is scaled to controls: 0 for no effect and ±100 for the full control effect
#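 Activity was followed as the change in fluorescence between reads at 0 and 10 min after starting the reaction with 50 nM substrate. Beforehand, 10 nM polymerase had been preincubated with compound for 15 min at room temperature.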
# POLB inh: qHTS Assay for Inhibitors of DNA Polymerase Beta; P06746; Pol beta primer extension/strand displacement, fluorescence kinetic; Potency, µM (top dose mostly 114 µM), for the others: at the highest dose activity change, negative = inhibition, usual class: inhibitors; 340,000 compounds, 1.3% hits; AID 485314, 2010; also: % is scaled to controls: 0 for no effect and ±100 for the full control effect
#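 Reaction started by 50 nM substrate onto compound-treated Pol beta (10 nM, 15 min preincubation, room temperature); plates read at 0 min and 10 min. Normalized concentration-effect data fitted by four-parameter Hill equation.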
# JMJD2A Tudor inh: qHTS Assay for Inhibitors of JMJD2A-Tudor Domain | Lysine-specific demethylase 4A (Homo sapiens), O75164 | AlphaScreen JMJD2A-Tudor / H3K4me3 peptide binding | Potency, µM (highest dose often 114 µM), inactives show at the top dose activity change, negative = inhibition, most hits filed as inhibitors | 390,000 compounds, 4.4% hits | AID 504339, 2011; also: % is scaled to controls: 0 for no effect and ±100 for the full control effect; nearly all actives have a fitted effect of over 50% in size
# Target sequence (O75164 whole entry, looked up, the tested form may be a part): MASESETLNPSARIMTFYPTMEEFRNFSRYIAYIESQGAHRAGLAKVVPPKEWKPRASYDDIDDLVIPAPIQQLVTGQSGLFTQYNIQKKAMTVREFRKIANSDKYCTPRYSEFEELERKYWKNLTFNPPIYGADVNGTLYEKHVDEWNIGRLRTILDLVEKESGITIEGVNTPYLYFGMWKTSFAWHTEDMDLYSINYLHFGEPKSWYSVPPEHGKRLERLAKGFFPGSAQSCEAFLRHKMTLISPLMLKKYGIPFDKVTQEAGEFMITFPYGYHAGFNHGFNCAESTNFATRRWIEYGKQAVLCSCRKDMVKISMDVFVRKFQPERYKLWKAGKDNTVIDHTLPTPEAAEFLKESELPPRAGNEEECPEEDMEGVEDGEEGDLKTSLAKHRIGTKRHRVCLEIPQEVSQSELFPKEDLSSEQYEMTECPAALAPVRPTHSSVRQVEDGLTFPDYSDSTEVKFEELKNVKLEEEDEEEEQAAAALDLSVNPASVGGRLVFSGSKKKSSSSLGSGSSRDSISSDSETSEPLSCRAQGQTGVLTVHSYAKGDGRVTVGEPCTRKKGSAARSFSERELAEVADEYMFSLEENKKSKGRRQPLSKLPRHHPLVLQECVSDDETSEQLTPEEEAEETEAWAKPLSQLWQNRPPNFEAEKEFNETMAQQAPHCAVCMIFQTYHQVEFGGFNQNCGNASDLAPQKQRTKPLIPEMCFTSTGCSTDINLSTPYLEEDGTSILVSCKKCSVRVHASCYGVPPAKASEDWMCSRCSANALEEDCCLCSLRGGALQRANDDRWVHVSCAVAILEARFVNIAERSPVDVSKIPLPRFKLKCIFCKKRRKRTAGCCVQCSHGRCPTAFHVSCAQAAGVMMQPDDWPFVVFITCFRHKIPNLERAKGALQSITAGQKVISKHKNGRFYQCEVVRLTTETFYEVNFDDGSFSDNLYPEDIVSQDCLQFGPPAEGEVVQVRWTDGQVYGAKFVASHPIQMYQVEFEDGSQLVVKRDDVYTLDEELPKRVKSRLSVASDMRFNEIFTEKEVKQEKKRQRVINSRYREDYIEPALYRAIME
# POLH inh: qHTS for Inhibitors of Polymerase Eta | AID 588591, 2011 | recombinant Pol eta, fluorescent DNA replication assay | 390,000 compounds, 1.2% hits | Potency, µM (highest dose often 114 µM), inactives show top-dose activity change, negative = inhibition, usual class: inhibitors; also: % is scaled to controls: 0 for no effect and ±100 for the full control effect
#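 Pol eta (10 nM) was preincubated with compounds for 15 min at room temperature, after which fluorescent replication substrate (50 nM final) was added to start the reaction. Fluorescence was read kinetically at 0 and 10 min.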
# G9a block: qHTS Assay for Inhibitors of Histone Lysine Methyltransferase G9a. Histone-lysine N-methyltransferase EHMT2 (Homo sapiens), Q96KQ7. G9a H3K9 monomethylation, AlphaScreen, 2 h. Potency, µM (titrated, usually from 102 µM), for the others: at the top dose activity, negative = inhibition, most hits filed as inhibitors. 350,000 compounds, 8.8% hits. AID 504332, 2011; also: % is scaled to controls: 0 for no effect and ±100 for the full control effect; nearly all actives have a fitted effect of over 75% in size
#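 Compounds were preincubated with 20 nM G9a for 15 min, after which biotinylated H3K9 peptide (500 nM) and SAM (20 uM) started a 2 h room-temperature reaction. Monomethylated product was quantified by antibody-based AlphaScreen chemiluminescence.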
# * marks the source's active call; other numbers are inactive results; u = inconclusive; x = no result given; & = joins results of further samples; [ ] = another dose, or the depositor's remark. Calls follow the shape of the dose curve; as a rule, active = well fitted curve in the direction sought with a large enough effect; inconclusive = small, poorly fitted or top-dose-only effect, or another doubt; inactive = no such curve, though single readings can be large; an effect the other way counts as inactive or inconclusive. Potency is read from the fitted curve at half-maximal effect. A portion of the library; rates above refer to the full screens.
SMILES,BAZ2B block,APEX1 inh,BLM inh,Pol iota inh,POLK inh,POLB inh,JMJD2A Tudor inh,POLH inh,G9a block
Cc1nc(Nc2ccc(Cl)c(Cl)c2)sc1C(/C=C/c1ccc2c(c1)OCO2)=NNc1ccc([N+](=O)[O-])cc1[N+](=O)[O-],x,x,x,5%,-4%,x,-28%,-15%,x
O=C(Nc1ccc(Br)cc1)c1ccco1,7%,-1%,-1%,-16%,-29%,7%,1%,-4%,14%[12.7 µM]
C/C(=N\S(=O)(=O)c1ccc(C)cc1)N(C)C,1%,-4%,-3%,29%,1%,-1%,-8%,-7%,4%
COc1ccc(C(=O)N=S2CCN(C(=O)c3ccc(Cl)cc3)CC2)cc1,-23%,2%,-5%,2%,6%,-7%,-3%,-23%,25µM*
O=P(c1ccccc1)(c1ccccc1)C(O)c1ccc(Br)cc1 (stereo not given),-4%,13%,-11%,37%[activator],9%,0%,-10%,-12%,5%
Cc1cc(S(=O)(=O)NCc2ccccc2)ccc1OCC(=O)NCc1ccncc1,u,-16%,-19%,12%,0%,-2%,-8%,-17%,x
COc1ccc(CNC(=O)c2ccc3nc(CCc4ccccc4)oc3c2)c(OC)c1,16%,x,-1%,13%,-13%[60.1 µM],3%,-7%,-17%,-3%[59 µM]
CC(C)C[C@@H](CN1CCC[C@@H]1CN1C(=O)C(=O)NC[C@@H]1Cc1ccccc1)N1C[C@H](Cc2ccc(O)cc2)N(CC2CCCCC2)C(=O)C1=O,x,x,x,25%,11%,x,-22%,-12%,x
CC(C)CCN1C(=O)c2ccc(C(=O)Nc3ccccc3C(=O)O)cc2C1=O,-8%,-15%,-2%,u,-8%,u,-24%,-15%,-15%
CCCC(=O)Nc1ccc(Br)cn1,4%,3%,-2%,0%,-6%,-1%,-1%,-10%,-6%
COc1ccc(NC(=O)c2sc3nc4c(cc3c2N)CCCCCC4)cc1Cl,-1%,x,-10%,17%,-10%,-2%,-13%,-18%,7%[59 µM]
O=C(NC1CCCCC1)C1CC(=O)N(c2ccc(Cl)cc2)C1 (stereo not given),6%,-4%,-1%,13%,14%,24%,-2%,-9%,u
CC(C)(C)OC(=O)C[C@@H]1C/C=C\C[C@H](CC(=O)N(CCO)Cc2ccccc2)C(=O)N[C@H](Cc2ccccc2)COC1=O,x,31%,x,22%,7%,x,-6%,-16%,x
COCCCNC(=O)C1CC(=O)N(c2ccc(C)cc2)C1 (stereo not given),0%,0%,0%,-9%,-9%,25%,-16%,4%,-29%
Cc1ccc(-c2cc(C(=O)NCc3cccs3)no2)cc1,-6%,17%,-1%,u,6%,17%,-5%,-3%,1%[12.7 µM]
Cc1c(C(=O)N2CCCc3ccccc32)oc2ccc(S(=O)(=O)N3CCOCC3)cc12,-35%,-3%,-9%,-1%,-13%,2%,u,-8%,u
O=C(COC(=O)CCC(=O)c1ccc(Cl)cc1)NCC1CCCO1 (stereo not given),-17%,-6%,3%,1%,-7%,-2%,-2%,-9%,-7%
Cc1ccc(C(=O)N2CCC(N3CCN(Cc4ccc(F)cc4)C(=O)C3=O)CC2)cc1,-4%,x,1%,2%,17%,1%,-6%,-17%,7%[59 µM]
Cc1c(C)n(CCc2c[nH]c3ccccc23)ccc1=O,-12%,-6%,-6%,83%[activator],-1%,2%,13%,-22%,-30%
CCn1c(C(O)c2ccccc2)nc2ccccc21 (stereo not given),-18%,3%,0%,-7%,-16%,-12%,-5%,-7%,-4%[59 µM]
Cc1[nH]c2ccccc2c1N=Nc1c(C)n(C)n(-c2ccccc2)c1=O,u,-1%,-2%,-12%,9%,4%,-34%,-21%,40µM*
CC(C)(C)n1nc2c(c1NC(=O)COc1ccc(Cl)cc1)CS(=O)(=O)C2,-10%,2%,-10%,35%[activator],-13%,16%,-12%,-9%,-14%
CCc1cccc(NS(=O)(=O)c2c(C)n[nH]c2C)c1,9%,8%,1%,23%,-1%,8%,1%,8%,-9%[59 µM]
Cc1oc2ccc(O)c(CN3CCOCC3)c2c1C(=O)Nc1cccc(Cl)c1C,-1%,x,0%,-8%,12%,14%,-21%,-15%,1%[59 µM]
O=C(O)C1=CCCNC1,x,2%&2%&-6%&2%,-3%&4%,-6%[58.9 µM],u,-1%[57.1 µM],-26%,2%[57.1 µM],15%[12.7 µM]
COc1ccccc1C(=O)NNC(=O)c1ccc2ccccc2c1,-9%,-1%,-1%,36%,89µM*,12%,-4%,-17%,13%
N/C(=N\OC(=O)CC1CCCCC1)c1cccc(Br)c1,18%,-14%,-5%,11%,-13%,u,44%[activator],-8%,5%[12.7 µM]
COCC1CCN(Cc2cn[nH]c2-c2cc(OC)c(OC)c(OC)c2)CC1,-20%,1%,-9%,38%[activator],0%,15%,-2%,-4%,10%
Cc1cccc(C)c1NC(=O)CNC(=O)c1c(-c2ccccc2)noc1C,-1%,-9%,x,-21%,-14%,x,-18%,-7%,23%[12.7 µM]
CCCOc1ccc(C(F)(F)F)cc1NC(=O)C1CC(=O)N(Cc2ccco2)C1 (stereo not given),-32%,14%,x,3%,2%,x,4%,-21%,-11%[2.33 µM]
Cc1ccc(C(C)C)c(OCC(=O)NNC(=O)C2CSC3(C)CCC(=O)N23)c1 (stereo not given),1%,15%,x,20%,-8%,x,13%,-15%,u
CCCCN(C)S(=O)(=O)c1cc2c3c(c1)CCC(=O)N3CCC2,-3%,22%,-2%,28%,12%,24%,-6%,-6%,7%
CNC[C@H](O)[C@H](O)[C@H](O)[C@H](O)CO,x,14%[21 µM],0%[21.4 µM],x,-9%[12 µM],x,x,x,19%[21.5 µM]
CC(NC(=O)C1CCN(S(=O)(=O)c2ccc(F)cc2)CC1)c1ccccc1 (stereo not given),1%,x,-6%,33%[activator],-17%,18%,-8%,-15%,4%[59 µM]
O=S(=O)(Nc1ccn(-c2ccccc2)n1)c1ccc(Br)cc1,-13%,-6%,-5%,-17%,-5%,6%,-11%,-10%,14µM*
Cc1nc(N2CCOCC2)[nH]c(=O)c1[N+](=O)[O-],1%,-3%,2%,-19%,-7%,29%,-2%,-8%,6%
O=C(Nc1cc(-c2ccccc2)[nH]n1)c1ccccc1,-19%,-1%,-1%,65%[activator],6%,-3%,-4%,-10%,5%
Nc1nncn1C(=O)CCCN1C(=O)c2ccccc2C1=O,8%,0%,-2%,u,-18%,0%,-14%[57.1 µM],10%,u
CCCCNC(=O)CSc1nc2cc3c(cc2c(=O)n1Cc1ccc(C(=O)NCCc2ccc(OC)c(OC)c2)cc1)OCO3,4%,x,-12%,28%,2%[60.1 µM],-21%,-18%,-18%,-1%[59 µM]
CCOC(=O)N1CCN(C(=O)c2ccc3c(c2)N(Cc2ccccc2F)C(=O)c2ccccc2S3(=O)=O)CC1,-8%,x,-3%,8%,-5%,41%,-11%,-8%,-6%[59 µM]

# Two entries from above, field by field:
COc1ccccc1C(=O)NNC(=O)c1ccc2ccccc2c1
  BAZ2B block: -9%
  APEX1 inh: -1%
  BLM inh: -1%
  Pol iota inh: 36%
  POLK inh: 89µM*
  POLB inh: 12%
  JMJD2A Tudor inh: -4%
  POLH inh: -17%
  G9a block: 13%
Cc1oc2ccc(O)c(CN3CCOCC3)c2c1C(=O)Nc1cccc(Cl)c1C
  BAZ2B block: -1%
  APEX1 inh: x
  BLM inh: 0%
  Pol iota inh: -8%
  POLK inh: 12%
  POLB inh: 14%
  JMJD2A Tudor inh: -21%
  POLH inh: -15%
  G9a block: 1%[59 µM]

# (continued)
SMILES,BAZ2B block,APEX1 inh,BLM inh,Pol iota inh,POLK inh,POLB inh,JMJD2A Tudor inh,POLH inh,G9a block
COCC(=O)N1CCC(Oc2ccc(C(=O)NCc3cnc(C)cn3)cc2)CC1,-26%,0%,-3%,107%[activator],-1%,8%,1%,-15%,u
Cc1noc(C)c1S(=O)(=O)Nc1ccc2c(c1)C(=O)N([C@H](C)CO)C[C@H](C)[C@@H](CN(C)Cc1ccc(C(=O)O)cc1)O2,x,-1%,x,-8%,-7%,x,-6%,-4%,x
Nc1nonc1-n1nnc(C(=O)N/N=C/c2ccccc2)c1CSc1ccccc1,-4%,-6%,-3%,58%[activator],3%,6%,1%,-21%,x
CC(c1ccccc1)N1CC(C(=O)N2CCN(Cc3ccc(C#N)cc3)CC2)CC1=O (stereo not given),11%,17%,x,47%[activator],1%,x,-6%,-12%,-7%
CC1CC(C)CN(C(=O)Cc2c(C(=O)O)[nH]c3ccc(Cl)cc23)C1 (stereo not given),x,-4%,-2%,-14%,-10%,-1%,-16%,-9%,u
COc1cc(/C=c2\sc3n(c2=O)CCCN=3)ccc1O,-9%,-1%,-10%,1%,-6%,19%,-10%,-9%,-25%[0.0925 µM]
C=CCOC(=O)C1=C[C@@H](c2ccc(C(F)(F)F)cc2)C[C@@H](OCc2ccc(CO)cc2)O1,x,x,x,8%,-12%,x,-17%,-4%,x
Cc1ccccc1NC(=O)COC(=O)c1c(-c2ccccc2)noc1C,u,24%,x,27%,-10%,x,-12%,-20%,3%[12.7 µM]
CSc1ccc(CN(C)CC(=O)NC(=O)NC(C)(C)C)cc1,x,4%,-4%,6%,1%,-14%,-22%,7%,13%[59 µM]
Cc1nc(-c2coc3cc(O)c(C)cc3c2=O)cs1,10%,-4%,-1%,8%,0%,3%,-3%,-14%,53%[activator][12.7 µM]
COc1cccc(C(CCc2cc(OC)c(OC)c(OC)c2)NC(C)=O)c1 (stereo not given),x,x,x,102%[activator],-2%,x,u,-6%,x
COc1cc(NC(=O)CSc2nc3ncnc(N)c3[nH]2)c(C(=O)O)cc1OC,-12%,9%,-3%,7%,5%,9%,-22%,-4%,-13%
COCCCNC1=C(Cl)C(=O)c2ccccc2C1=O,35µM*,-6%,-10%,-8%,-7%,-20%,u,-3%,40µM*
